Cycloheximide cs – affects cycloheximide protein synthesis inhibition readout, counter-screen | cell reporter, cycloheximide protein synthesis inhibition counterscreen | max response, % | 300,000 tested, 12% active | AID 2314; in the data active = max response mostly above about 13%, no sharp cut-off; inactive = mostly below about 14%; also: read at 38.3 µM for the half of the compounds with a filed dose; 0% is about no effect
Pf growth 48h – inhibits P. falciparum growth in the first generation, 48 h. 310,000 tested, 5.9% active. AID 504832. P. falciparum luciferase growth in erythrocytes, 48 h. Potency, µM (series often up to 28.7 µM), for the others: at the highest dose activity change, negative = inhibition, actives largely listed as inhibitors; also: potency is read from the fitted curve at half-maximal effect; % is scaled to controls: 0 for no effect and ±100 for the full control effect
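Growth was read as firefly luciferase luminescence after a 48 h, 37 C, 5% CO2 exposure of compounds to reporter-bearing P. falciparum cultures (0.1% parasitemia, 2% hematocrit final) in Albumax-supplemented RPMI 1640.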
AMA1 RON2 block – disrupts binding of P. falciparum AMA1 to RON2; AlphaScreen AMA1-biotinylated RON2 peptide binding; Potency, µM (top dose mostly 58.2 µM), for the others: at the top dose activity change, negative = inhibition, most hits filed as inhibitors; 360,000 tested, 0.2% active; AID 720542;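 also: potency is read from the fitted curve at half-maximal effect; 0% = vehicle wells and -100% = peptide control; nearly all actives have a fitted effect of over 45% in size; some results filed as inactive show a strong effect at the top dose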
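AMA1 (3D7) with his tag at 25 nM final met compounds first, then biotinylated RON2 peptide at 25 nM; detection used donor plus acceptor beads, 10 µg/mL apiece, read by AlphaScreen after 30 min at room temperature.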
Shiga inhibitor – Shiga toxin inhibition. Vero cells, Shiga toxin protein synthesis inhibition reporter. inhibition, % at 38.7 µM. 290,000 tested, 9.2% active. AID 2315; in the data active = inhibition mostly above about 28%, no sharp cut-off; inactive = mostly below about 43%; also: 0% is about no effect
LmPK inh – blocks Leishmania mexicana pyruvate kinase activity | Potency, µM (series often up to 57.5 µM), for inactives: at the highest dose activity change, negative = inhibition, most hits filed as inhibitors | purified LmPK, Kinase-Glo ATP luminescence, 1 h | 290,000 tested, 0.37% active | AID 1721; also: potency is read from the fitted curve at half-maximal effect; % is scaled to controls: 0 for no effect and ±100 for the full control effect
Target sequence (Q27686 whole entry, looked up): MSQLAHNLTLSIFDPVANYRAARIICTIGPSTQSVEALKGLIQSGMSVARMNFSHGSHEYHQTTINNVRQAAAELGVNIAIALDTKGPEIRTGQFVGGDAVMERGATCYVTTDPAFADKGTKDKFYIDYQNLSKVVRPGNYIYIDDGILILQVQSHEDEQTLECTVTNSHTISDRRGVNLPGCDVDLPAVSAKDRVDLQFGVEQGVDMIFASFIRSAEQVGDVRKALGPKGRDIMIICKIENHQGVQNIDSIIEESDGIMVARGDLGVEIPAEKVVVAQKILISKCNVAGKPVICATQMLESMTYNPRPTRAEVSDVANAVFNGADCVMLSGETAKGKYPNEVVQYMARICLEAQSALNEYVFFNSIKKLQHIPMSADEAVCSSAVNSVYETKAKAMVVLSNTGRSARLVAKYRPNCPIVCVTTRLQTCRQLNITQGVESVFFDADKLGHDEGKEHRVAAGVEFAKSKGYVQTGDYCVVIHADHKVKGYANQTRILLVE
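Purified LmPK (0.1 nM) converted ADP (0.1 mM) to ATP with PEP (0.5 mM) in imidazole buffer pH 7.2 with KCl and MgCl2, 1 h at room temperature. ATP was read by Kinase-Glo luminescence; data normalized to uninhibited and no-enzyme controls.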
Pf growth 96h – inhibits malaria parasite growth, 96 h | Potency, µM (doses to about 28.7 µM), without a hit: at the highest dose activity change, negative = inhibition, usual class: inhibitors | 320,000 tested, 6.9% active | P. falciparum luciferase reporter growth, 96 h; also: potency is read from the fitted curve at half-maximal effect; % is scaled to controls: 0 for no effect and ±100 for the full control effect
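Readout is luminescence from an integrated firefly luciferase in P. falciparum. Red cells, 2% hematocrit and 0.05% parasitemia final, were cultured with compound through two parasite generations (96 hours) at 37 C, 5% CO2.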
Tb PYK inh – T. brucei pyruvate kinase inhibition; AID 624173; TbPYK enzyme, Kinase-Glo Plus ATP luminescence, 45 min; Potency, µM (top dose mostly 76.8 µM), without a hit: top-dose activity, negative = inhibition, hits mostly inhibitors; Q57TT1; 410,000 tested, 0.12% active; also: potency is read from the fitted curve at half-maximal effect; % is scaled to controls: 0 for no effect and ±100 for the full control effect; nearly all actives have a fitted effect of over 50% in size
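In this concentration-response screen, enzyme-free wells defined baseline while DMSO plates tracked drift. Each reaction combined TbPYK, substrate, compound and 130 uM ADP for 45 min at room temperature. Kinase-Glo Plus luminescence gave the signal.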
* = called active by the depositor; i = inactive; u = inconclusive; x = not tested or not shown; [ ] = remark or other dose. Unless noted, calls follow the shape of the dose curve; as a rule, active = well fitted curve in the direction sought with a large enough effect; inconclusive = small, poorly fitted or top-dose-only effect, or another doubt; inactive = no such curve, though single readings can be large; an effect the other way counts as inactive or inconclusive.

Second line of a record – Cycloheximide cs | Pf growth 48h | AMA1 RON2 block | Shiga inhibitor | LmPK inh | Pf growth 96h | Tb PYK inh
- CCOc1ccc(NC(=O)C2CCCCN2S(=O)(=O)c2ccccc2)cc1 (centres undefined)
    0 | x | -4% | -12 | 1% | -16% | -5%
- CN[C@@H]1[C@H](O[C@H]2[C@H](O[C@H]3[C@H](O)[C@@H](O)[C@H](N=C(N)N)[C@@H](O)[C@@H]3N=C(N)N)O[C@@H](C)[C@]2(O)C=O)O[C@@H](CO)[C@H](O)[C@H]1O
    9 | 1% | x | -9 | x | 4% | -3%
- CC(C)c1ccc(N(C)C(=O)Cc2c(C(=O)O)n(C)c3ccccc23)cc1
    -2 | x | -11% | -6 | -6% | 24% | -3%
- CC(=O)Cc1nsc(Nc2ccc3c(c2)OCCO3)n1
    82* | -15% | -5% | 96* | -10% | u | -4%
- Fc1ccccc1-c1nc(-c2ccccc2)no1
    40* | i | 4% | 68* | 11µM* | 23% | -12%
- Cc1cc2c(ncn2C)c(NS(=O)(=O)c2cc(Cl)ccc2Cl)c1C
    -3 | u | -21% | 1 | 16% | -17% | -1%
- CCS(=O)(=O)N1CCC(C(=O)NCc2ccccc2OC)CC1
    -3 | -9% | 13% | -22 | 4% | -15% | 17%
- Nc1nc(-c2cccnc2)nn1C(=O)Cc1ccccc1
    -1 | -1% | 14% | -6 | -1% | x | 8%
- COc1cc(NC(=O)c2cccs2)c(C(=O)OCC(=O)NCc2ccco2)cc1OC
    11 | u | -6% | -6 | -13% | x | -2%
- Cc1ccc(CNC(=O)CSc2nc3ccsc3c(=O)n2NC(=O)c2ccccc2)cc1
    3 | 59%[activator] | 34%[activator] | 32 | -5% | 37%[activator] | 6%
- COc1cccc(C(=O)Nc2nc3c(s2)CN(C)CC3)c1
    21 | 142%[activator] | 0% | 176* | 1% | 128%[activator] | 0%
- O=c1oc(-c2ccc(Br)cc2)nc2ccccc12
    26* | 3% | 3% | x | -1% | 5.9µM* | -6%
- Cc1cccn2c(=O)c3cc(C(=O)NCc4ccco4)c(=N)n(C4CCCCC4)c3nc12
    -5 | 9.3µM* | 14% | 28 | 4% | 20% | -5%
- CC(C)C(=O)Nc1cccc(NC(=S)NC(=O)c2ccc([N+](=O)[O-])cc2)c1
    15 | 2% | 36%[activator] | 54 | -2% | 39%[activator] | 1%
- O=C(c1ccccc1)c1cc(Cl)ccc1N1C(=O)C=CC1=O
    3 | 7% | -12% | -2 | u | 24% | 4.5µM*
- C/C(=C\C(=O)c1ccccc1)NNc1nc2ccccc2s1
    44* | 25% | 105%[activator] | 110* | 4% | 21% | -17%
- NC(=S)Nc1cc2ccccc2c2ccccc12
    2 | 46%[activator] | 39%[activator] | -2 | 1% | u | 6%
- CCOc1cc(CNC2CCCC2)c(Cl)cc1OCC(=O)Nc1ccccc1
    -4 | 10µM* | -4% | -14 | 2% | 18% | 1%
- Cc1cc(C(=O)Nc2ccccc2N2CCOCC2)no1
    x | -22% | 6% | x | x | 1% | 1%
- COc1ccc(NC(=O)CSc2ccc3nnc(-c4cccnc4)n3n2)c(OC)c1
    -4 | u | 1% | -4 | 0% | 54%[activator] | 7%
- O=S(=O)(c1ccc(-c2csc(-c3cccnc3)n2)cc1)N1CCCC1
    -2 | u | 9% | 2 | 2% | -18% | -3%
- CCOc1ccc(-c2nc(S(=O)(=O)c3ccccc3)c(NC)o2)cc1
    -4 | 3% | 17% | -7 | -5% | u | 9%
- O=P(Oc1ccccc1)(Oc1ccccc1)C(O)c1ccc(Cl)cc1 (centres undefined)
    x | -14% | 11% | x | x | -7% | -3%
- Cc1ncc(CN2CCC(n3nccc3NC(=O)c3ccccc3)CC2)s1
    -2 | -15% | 11% | -16 | 5% | 8% | 0%
- CCN(CC)S(=O)(=O)c1ccc(N2CCOCC2)c(NC(=O)Cc2ccccc2)c1
    -4 | u | 3% | -13 | -1% | u | 9%
- O=C(O)CSc1nnc(-c2ccccc2)c(-c2ccccc2)n1
    -3 | -1% | 19% | 5 | -1% | 2% | -27%
- CC1(C)NC(=O)N(CC(O)CN(Cc2ccccc2)Cc2ccccc2)C1=O (centres undefined)
    -4 | -28% | 9% | 8 | 0% | u | 0%
- Cc1ccccc1Cn1cc(NC(=O)c2nc3ncccn3n2)cn1
    23 | 45%[activator] | 5% | 53 | 2% | x | -5%
- O=S(=O)(c1ccc(F)c(F)c1)N1CCN(Cc2ccc3c(c2)OCO3)CC1
    9 | 13% | -13% | 17 | 2% | 13% | 1%
- O=C1c2ccc([N+](=O)[O-])cc2C(=O)N1c1ccc(Cl)cn1
    -1 | 12% | 0% | -2 | 3% | -18% | 14%

(listing goes on)
Short keys – A = Cycloheximide cs; B = Pf growth 48h; C = AMA1 RON2 block; D = Shiga inhibitor; E = LmPK inh; F = Pf growth 96h; G = Tb PYK inh
> CC(C)(C)OC(=O)N1CCN(C(=O)c2[nH]cnc2C(=O)NCC(=O)OCc2ccccc2)CC1
  A: -2 | B: 9% | C: 17% | D: -5 | E: 0% | F: 69%[activator] | G: 4%

> Cc1n[nH]c(C)c1S(=O)(=O)N1CCCC(C(=O)NCc2ccc(F)cc2)C1 (centres undefined)
  A: 6 | B: 8% | C: 7% | D: -3 | E: -1% | F: u | G: -17%

> Cc1ccc(N2C(=O)N(Cc3ccccc3C)c3ccccc3S2(=O)=O)cc1
  A: -7 | B: -11% | C: -1% | D: -6 | E: 2% | F: 0% | G: -3%

> CCOc1ccc2nc(SCC(=O)Nc3ccc4c(c3)OCO4)sc2c1
  A: 12 | B: -4% | C: -2% | D: 37 | E: 3% | F: -10% | G: -4%

> CC1Cc2cc(-c3csc(N)n3)ccc2O1 (centres undefined)
  A: 26* | B: 88%[activator] | C: -4% | D: 36* | E: -6% | F: 0% | G: -11%

> CCOC(=O)C1=C(CCc2ccccc2)NC(=O)NC1c1ccc2ccccc2c1 (centres undefined)
  A: -1 | B: u | C: -1% | D: 3 | E: -3% | F: u | G: 0%

> Cc1ccc(NC(=O)COC(=O)c2ccco2)cc1
  A: 37* | B: 28% | C: 6% | D: 54* | E: -2% | F: 43%[activator] | G: 0%

> CCN(CC(=O)Nc1c(F)cccc1F)C(=O)c1cccc(S(=O)(=O)N2CCc3ccccc3C2)c1
  A: x | B: -5% | C: 8% | D: x | E: x | F: -11% | G: -4%

> Oc1ccc(-c2csc(Nc3ccccn3)n2)cc1O
  A: 43* | B: 61%[activator] | C: 2% | D: 100* | E: u | F: -28% | G: -8%

> O=C(NCC1CCCO1)c1cnn2c1NC(c1ccccc1)CC2C(F)(F)F (centres undefined)
  A: -5 | B: 11% | C: 2% | D: 13 | E: -9% | F: 5% | G: 1%

> CC(C)Sc1ncnc2c1cnn2-c1ccccc1
  A: 47* | B: 51%[activator] | C: 5% | D: 97* | E: 0% | F: -6% | G: -3%

> CC(=O)O[C@H]1CC(=O)OC(C)(C)C2CC(=O)[C@]3(C)C(CC[C@@](C)([C@@H](O[C@@H]4O[C@H](CO)[C@@H](O)[C@H](O)[C@H]4O)c4ccoc4)[C@@]34O[C@@H]4C(=O)O)[C@]21C (some centres undefined)
  A: x | B: 2% | C: 2% | D: x | E: x | F: 16% | G: -1%

> CCOC(=O)c1c(C)oc2c1c(C(c1cccnc1)N1CCCCC1)c(O)c1ccccc12 (centres undefined)
  A: 57* | B: u | C: 7% | D: 95* | E: 5% | F: x | G: -8%

> CN(C(=O)c1ccccn1)c1nnc(-c2ccccn2)s1
  A: 69* | B: 120%[activator] | C: -8% | D: 115* | E: -13% | F: 0% | G: 0%

> O=S(=O)(c1ccc(Cl)s1)N1CCN(Cc2ccccc2)CC1
  A: 7 | B: 19% | C: 9% | D: 9 | E: 4% | F: 20% | G: 5%

> Cc1ccc(/C=C2\CCC3=C2OC(N)=C(C#N)C3c2ccc(C)cc2)cc1 (centres undefined)
  A: -1 | B: u | C: 7% | D: 13 | E: 3% | F: u | G: -3%

> CN(C)c1ccc(S(=O)(=O)N(C)C)cc1[N+](=O)[O-]
  A: -3 | B: 199%[activator] | C: -11% | D: -8 | E: 1% | F: 7% | G: 2%

> CC(C)[C@H](Nc1ncnc2c1oc1ccccc12)C(=O)O
  A: -3 | B: 6% | C: 9% | D: 16 | E: 3% | F: -2% | G: 1%

> COc1ccc(CNC(=O)CN2C(=O)c3ccc([N+](=O)[O-])cc3C2=O)cc1
  A: 6 | B: 28% | C: 3% | D: -17 | E: -2% | F: 53%[activator] | G: -4%

> Cc1ccsc1/C=C1\CCc2ccccc2C1=O
  A: 41* | B: x | C: 1% | D: 26 | E: u | F: 10µM* | G: u

> COc1ccccc1C(=O)NCC(=O)NCc1cc(=O)n(C)c(=O)n1C
  A: -3 | B: 2% | C: 2% | D: -7 | E: 0% | F: 38%[activator] | G: 3%

> Cc1nn(C)c(Oc2cccc(Cl)c2)c1C=O
  A: 12 | B: 41%[activator] | C: -6% | D: 14 | E: -2% | F: 33%[activator] | G: 1%

> COC(=O)C1(C)CC1(c1ccccc1)c1ccccc1 (centres undefined)
  A: -3 | B: -10%[0.00184 µM] | C: 22% | D: -7 | E: 0% | F: -11% | G: -7%

> Cc1ccc(S(=O)(=O)N2CCCCC2CCNC(=O)C(=O)NCc2ccncc2)cc1 (centres undefined)
  A: x | B: 7% | C: 10% | D: x | E: x | F: u | G: -10%

A run of entries taken from the entries so far, for reference:
Short keys – A = Cycloheximide cs; B = Pf growth 48h; C = AMA1 RON2 block; D = Shiga inhibitor; E = LmPK inh; F = Pf growth 96h; G = Tb PYK inh
> CC(C)(C)OC(=O)N1CCN(C(=O)c2[nH]cnc2C(=O)NCC(=O)OCc2ccccc2)CC1
  A: -2 | B: 9% | C: 17% | D: -5 | E: 0% | F: 69%[activator] | G: 4%

> Cc1n[nH]c(C)c1S(=O)(=O)N1CCCC(C(=O)NCc2ccc(F)cc2)C1 (centres undefined)
  A: 6 | B: 8% | C: 7% | D: -3 | E: -1% | F: u | G: -17%

> Cc1ccc(N2C(=O)N(Cc3ccccc3C)c3ccccc3S2(=O)=O)cc1
  A: -7 | B: -11% | C: -1% | D: -6 | E: 2% | F: 0% | G: -3%

> CCOc1ccc2nc(SCC(=O)Nc3ccc4c(c3)OCO4)sc2c1
  A: 12 | B: -4% | C: -2% | D: 37 | E: 3% | F: -10% | G: -4%

> CC1Cc2cc(-c3csc(N)n3)ccc2O1 (centres undefined)
  A: 26* | B: 88%[activator] | C: -4% | D: 36* | E: -6% | F: 0% | G: -11%

> CCOC(=O)C1=C(CCc2ccccc2)NC(=O)NC1c1ccc2ccccc2c1 (centres undefined)
  A: -1 | B: u | C: -1% | D: 3 | E: -3% | F: u | G: 0%

> Cc1ccc(NC(=O)COC(=O)c2ccco2)cc1
  A: 37* | B: 28% | C: 6% | D: 54* | E: -2% | F: 43%[activator] | G: 0%

> CCN(CC(=O)Nc1c(F)cccc1F)C(=O)c1cccc(S(=O)(=O)N2CCc3ccccc3C2)c1
  A: x | B: -5% | C: 8% | D: x | E: x | F: -11% | G: -4%

> Oc1ccc(-c2csc(Nc3ccccn3)n2)cc1O
  A: 43* | B: 61%[activator] | C: 2% | D: 100* | E: u | F: -28% | G: -8%

Screens (PubChem BioAssay)
